Myeloid diff 2 – myeloid differentiation induction; AID 624256; calls only at 10 µM; 360,000 tested, 1% active; ER-HoxA9 myeloid progenitors, lysozyme-GFP differentiation, flow cytometry;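 active means normalized GFP-positive differentiation at or above the plate's own cutoff, the solvent-only control mean plus 3 SD; inconclusive means no clear call, values can overlap the other calls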;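 further: cells exposed to compound for four days before flow analysis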
Ins promoter up – MIN6 insulin promoter up-regulation; MIN6 insulin promoter-GFP reporter, high-content imaging; hits give high values; z-score at 5 µM; 190,000 tested, 0.3% active; AID 1625;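 active means z-score above 3 at 5 µM with at least 500 cells counted in the well; inconclusive means wells under 500 cells, flagged as cytotoxic or low count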
T cell modulator – modulates CD8 T cell binding to vesicles | 2C CD8+ T cell-vesicle binding, flow cytometry; hits give low values | calls only at 7 µM | 330,000 tested, 0.068% active;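 active means response, share of CD8 T cells binding vesicles, and their 90th percentile fluorescence all below set limits, cut at about 80% in these data, passing the limit was not always enough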
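Read-out – percent CD8+ FL2 mean versus row control · System – murine 2C transgenic CD8+ T lymphocytes · Times – 1.5 h cell–vesicle binding at 37 °C, then 20 min icy labelling · Control set – naked vesicles low, QL9 vesicles with vehicle high · Detection – cytometric PE anti-B7-1 and Alexa647 anti-CD8 signals after 1% paraformaldehyde fixation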
West Nile antiviral – inhibition of WNV-induced cytopathic effect – cell-based, CPE readout (AID 1621) | 290,000 tested, 0.02% active | West Nile virus-infected cells, CPE inhibition; higher % means a stronger effect | CPE inhibition, % at 10 µM, or IC50 in µM where a hit was titrated; in the data active means a potency from the dose series; inconclusive means CPE inhibition mostly from about 3.7% at the one dose, without a potency; inactive means the rest, 99 in 100 with CPE inhibition below about 2.2%; further: strong numbers were not always called active
Autophagy HCS – modulators of autophagy; MEF GFP-LC3 puncta imaging; test concentration mostly 10 µM; calls only at 10 µM (by protocol); 190,000 tested, 0.98% active;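 active means percentage of spot-positive cells more than 3 SD above its plate mean, without a fluorescence outlier flag or 80% toxicity; inconclusive means no clear call, values can overlap the other calls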;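 further: spot-positive cell cutoff set from DMSO-treated cells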
WT yeast gro inh – growth inhibition of WT yeast, mitochondrial fusion screen; mitochondrial fusion phenotypic screen, WT strain; inhibition, % at 10 µM; AID 1362; 190,000 tested, 2.1% active; in the data active means inhibition above about 58%; tested in S. cerevisiae
bCat nuc transl – beta-catenin nuclear translocation modulation; nuclear translocation activity, % at 5 µM; 190,000 tested, 0.3% active; HeLa beta-catenin nuclear translocation, immunofluorescence imaging;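 active means nuclear translocation activity above 50% at 5 µM, with a well cell count of 50 or more; inconclusive means wells under 50 cells across six images, flagged as toxic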;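 further: per-cell ratio of nuclear to cytoplasmic median beta-catenin stain intensity; plate controls were DMSO negative control for no effect and GSK-3 inhibitor IX positive control for full effect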
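Signal – beta-catenin immunofluorescence imaging with DAPI · Test system – human HeLa cell line · Dosing – 5 µM primary single dose, 0.1% DMSO, 0.02–20 µM confirmation series · Measure – % activation, nuclear-to-cytoplasmic median beta-catenin signal ratio per cell · Incubation – 24 h compound exposure at 37°C, 5% CO2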
MT stabilize HCS – microtubule stabilizers in HeLa cells | HeLa tubulin immunostaining HCS, 24 h; share of cells brighter than vehicle mean+2SD | % tubulin-high responders, % at 10 µM | 200,000 tested, 0.83% active;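 active means plate Z-score above 3 for both tubulin-high and condensed-nucleus cell shares, with cell loss under 80%, at 10 µM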;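 further: anti alpha tubulin signal scored within the nucleus-defined area of each cell; some results filed as inactive read as strong as hits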
Hep lipid drop – hepatic lipid droplet formation modulation; AML12 mouse hepatocytes, oleate lipid droplets, BODIPY imaging; inhibition, % at 6.5 µM; 240,000 tested, 0.4% active;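 active means lipid droplet intensity inhibited by at least 50%, with more than 500 cells counted; inconclusive means wells with under 300 cells, treated as cytotoxic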
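System: AML12 hepatocytes (mouse). Probe or stimulus: oleic acid at 100 µM to induce lipid droplet formation. Times: overnight treatment with compound plus oleate. Detection: Image-based BODIPY and DAPI two-channel analysis. Evaluation: percent inhibition of filter-corrected integrated lipid droplet intensity per well.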
WT yeast gro inh mutant strain – recorded beside WT yeast gro inh, whose call it bears; inhibition, %; mitochondrial fusion phenotypic screen, mutant strain inhibition
Ins promoter up cell count – also measured in Ins promoter up; calls as there; cell count; measured here: cytotoxicity, nuclei count;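 total cells summed across four imaged fields per well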
Hep lipid drop cells 6.5 µM – second read-out of Hep lipid drop, no call of its own (marks repeat the call); cell count; measured here: cell count, cytotoxicity flag;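 cells counted across two imaged fields per well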
bCat nuc transl cell count 5 µM – also measured in bCat nuc transl; calls as there; cell count; measured here: cell count, cytotoxicity flag
T cell modulator vesicle-bound % – second read-out of T cell modulator, no call of its own (marks repeat the call); double positive events, %; measured here: CD8+ vesicle-bound cell fraction;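 binding gate set so that unloaded-vesicle control wells show 10% double positive cells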
MT stabilize HCS Hoechst-high % – recorded beside MT stabilize HCS, whose call it bears; % Hoechst-high responders; measured here: nuclear condensation Hoechst responders;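 share of cells brighter than vehicle mean plus two SD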
MT stabilize HCS cytotoxicity % – recorded beside MT stabilize HCS, whose call it bears; toxicity, %; measured here: cytotoxicity by cell density;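 0% = mean cell density of plate MIN control wells and 100% = no cells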
Autophagy HCS cell loss 18 h – second read-out of Autophagy HCS, no call of its own (marks repeat the call); toxicity, %; measured here: cell loss, nuclei count;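 cell loss after 18 h compound exposure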
Myeloid diff 2 GFP+ MAC1+ % – second read-out of Myeloid diff 2, no call of its own (marks repeat the call); GFP+ MAC1+ double positive, %; measured here: differentiation confirmed by MAC1 staining
Active calls of the source: *; i = inactive; ? = inconclusive; · = no result given; + = active, no number.

SMILES	Myeloid diff 2	Myeloid diff 2 GFP+ MAC1+ %	Ins promoter up	Ins promoter up cell count	T cell modulator	T cell modulator vesicle-bound %	West Nile antiviral	Autophagy HCS	Autophagy HCS cell loss 18 h	WT yeast gro inh	WT yeast gro inh mutant strain	bCat nuc transl	bCat nuc transl cell count 5 µM	MT stabilize HCS	MT stabilize HCS Hoechst-high %	MT stabilize HCS cytotoxicity %	Hep lipid drop	Hep lipid drop cells 6.5 µM
COC(=O)c1ccc(CN2CCCC(CCC(=O)NCc3ccc(C)o3)C2)cc1 (stereo not drawn)	i	0.5	·	·	i	36	-0.6%	i	2	-11	-9	-0.1	1564	1.7	1.5	1.0	-10	691
Cc1ccc(C)c(C(=O)c2c(C)nc3sccn23)c1	i	1.0	-0.46	1377	i	12	0.9%	i	-11	-12	8	-4.9	987	2.5	1.5	2.3	·	·
CCC1C(=O)N=C(SCC(=O)Nc2ccc(S(N)(=O)=O)cc2)NC1=O (stereo not drawn)	i	0.4	0.1	1637	i	29	-0.8%	i	19	10	-8	-4.1	1095	3.8	2.7	5.5	1	650
Cn1cnc2cc(NCc3ccc(Cl)cc3)ccc21	i	0.4	·	·	i	48	-0.8%	·	·	·	·	·	·	·	·	·	11	811
COCCn1c(=S)[nH]c2cc(C(=O)NCCCN3CCOCC3)ccc2c1=O	i	0.8	·	·	i	36	-0.5%	i	10	5	13	·	·	3.6	0.9	2.9	·	·
COC(=O)CCC(=O)NNC(=O)C1CC1(c1ccccc1)c1ccccc1 (stereo not drawn)	i	0.7	·	·	i	32	-0.1%	·	·	·	·	·	·	·	·	·	-1	812
CCc1nc(NCCO)c(C#N)c2c1CSC(C)(C)C2	i	0.5	0.3	1038	i	2	0.2%	·	·	·	·	-2.2	1277	·	·	·	-22	667
COc1ccc(S(=O)(=O)N2CCCCC2)cc1NC(=O)Cn1c(=O)cnc2ccccc21	?	·	·	·	i	12	0.1%	·	·	·	·	·	·	·	·	·	-20	671
O=C(CSc1ccccn1)NC1CCCC1	·	·	0.44	1051	i	60	-0.3%	i	3	5	-12	2.8	1040	1.9	2.6	6.4	16	690
O=C(Nc1nnc(S(=O)(=O)N2CCOCC2)s1)c1ccccc1Cl	i	4.2	·	·	i	16	-0.2%	·	·	·	·	·	·	·	·	·	12	766
COc1ccc(-n2nc(C(=O)Nc3ccc4c(c3)OCO4)c3c4ccccc4n(C)c3c2=O)cc1	i	0.4	-0.98	1374	i	35	-0.1%	i	10	·	·	-0.4	1073	3.4	1.5	5.3	42	663
CC(=O)c1ccc(Oc2cc(C)nc(N3CCOCC3)n2)cc1	i	0.3	-0.01	1475	i	47	-0.2%	i	-9	-32	-12	-0.1	980	2.5	3.4	8.8	6	592
CCCCCOc1ccc(C(=O)C(c2ccccc2)N2CCOCC2)cc1 (stereo not drawn)	i	0.2	-0.88	897	i	32	-1.6%	i	-1	54	44	-1.7	1139	3.2	2.4	5.0	-37	696
CC1CCc2c(sc(NC(=O)CCCn3cnc([N+](=O)[O-])n3)c2C(N)=O)C1 (stereo not drawn)	i	0.1	-0.11	1197	i	32	-0.8%	i	-8	-12	0	-2.7	1126	4.8	3.4	5.2	-4	689
c1cncc(-c2nnc(SCc3cccc4ccccc34)o2)c1	i	1.9	-0.72	1047	i	46	·	i	8	14	9	·	·	2.6	4.4	4.5	·	·

The last four entries of the section before come first, to join the parts.
SMILES	Myeloid diff 2	Myeloid diff 2 GFP+ MAC1+ %	Ins promoter up	Ins promoter up cell count	T cell modulator	T cell modulator vesicle-bound %	West Nile antiviral	Autophagy HCS	Autophagy HCS cell loss 18 h	WT yeast gro inh	WT yeast gro inh mutant strain	bCat nuc transl	bCat nuc transl cell count 5 µM	MT stabilize HCS	MT stabilize HCS Hoechst-high %	MT stabilize HCS cytotoxicity %	Hep lipid drop	Hep lipid drop cells 6.5 µM
CC(=O)c1ccc(Oc2cc(C)nc(N3CCOCC3)n2)cc1	i	0.3	-0.01	1475	i	47	-0.2%	i	-9	-32	-12	-0.1	980	2.5	3.4	8.8	6	592
CCCCCOc1ccc(C(=O)C(c2ccccc2)N2CCOCC2)cc1 (stereo not drawn)	i	0.2	-0.88	897	i	32	-1.6%	i	-1	54	44	-1.7	1139	3.2	2.4	5.0	-37	696
CC1CCc2c(sc(NC(=O)CCCn3cnc([N+](=O)[O-])n3)c2C(N)=O)C1 (stereo not drawn)	i	0.1	-0.11	1197	i	32	-0.8%	i	-8	-12	0	-2.7	1126	4.8	3.4	5.2	-4	689
c1cncc(-c2nnc(SCc3cccc4ccccc34)o2)c1	i	1.9	-0.72	1047	i	46	·	i	8	14	9	·	·	2.6	4.4	4.5	·	·
CCN(CC)c1ccc(CNc2ccc3c(c2)ncn3C(C)(C)C)cc1	i	0.7	·	·	i	20	-0.2%	·	·	·	·	·	·	·	·	·	2	835
C/C(CC(=O)Nc1ccc(Cl)cc1Cl)=N\NC(=O)c1ccco1	i	0.3	0.83	1243	i	43	-0.4%	i	10	14	24	-0.7	559	3.1	3.9	5.9	-5	609
CCCCCCC1CC(C)(/C(C)=N/NC(N)=O)OC1=O (stereo not drawn)	i	0.9	0.1	1562	i	32	0.6%	i	-3	-19	-13	0.8	1363	2.1	2.2	8.8	·	·
O=C1CC(c2ccc(S(=O)(=O)N3CCCCC3)cc2)CN1 (stereo not drawn)	i	6.5	0.13	1429	i	13	-0.5%	i	-2	-3	-17	·	·	3.6	2.1	0.2	1	751
CCOC(=O)c1ccc(NC(=O)CSc2nnc(COc3ccccc3)n2C)cc1	i	0.4	0.94	1127	i	37	0.5%	i	-16	13	10	0.4	991	2.6	0.9	1.8	-1	807
CCN(CC)CCCNC(=O)c1cc(-c2ccccc2)c(N2CCCCC2)s1	i	0.8	·	·	i	55	13%	·	·	·	·	·	·	·	·	·	1	863
Cn1c(CC(=O)Nc2ccc(Cl)c(Cl)c2)nnc1SCC(=O)Nc1nccs1	i	6.9	·	·	i	57	0.5%	i	39	-12	-2	-2.3	1242	2.2	1.3	3.4	-7	764
CC(C)NC(=O)C1CC(=O)N(C(C)c2ccccc2)C1 (stereo not drawn)	i	4.5	0.21	964	i	52	0.4%	i	-17	-7	1	·	·	1.7	1.6	12	·	·
Cc1cccc(NC(=S)NNC(=O)c2ccccc2Br)c1	i	0.3	-0.42	1329	i	16	-0.2%	i	19	-9	15	-1.5	1044	4.4	1.4	0.1	19	609
N#Cc1nc(-c2cccc3ccccc23)oc1N1CCCCC1	i	0.6	0.31	1396	i	34	·	i	-13	-24	-67	-1.3	846	2.5	1.8	0.7	·	·
COc1ccc(N2CCN(C(=O)C34CCC(C)(C(=O)C3)C4(C)C)CC2)cc1 (stereo not drawn)	i	0.9	0.16	994	i	57	-0.3%	i	6	8	0	-7.9	1185	1.7	1.3	1.5	1	729
COc1cc(/C=C/c2cccc[n+]2C)ccc1OCC(=O)Nc1ccccc1C	i	0.1	·	·	i	18	0.0%	·	·	·	·	·	·	·	·	·	34	649
Cc1cc(Oc2ncccc2[N+](=O)[O-])c2cc(Cl)ccc2n1	i	0.3	·	·	i	0	0.0%	·	·	·	·	2.8	1171	·	·	·	4	733
S=C(NCc1ccccn1)Nc1ccccc1	i	0.3	-0.06	1066	i	57	-0.1%	i	0	-8	-6	-0.5	555	1.3	2.0	2.1	8	686
O=C(C1CCCN(S(=O)(=O)c2ccccc2[N+](=O)[O-])C1)N1CCN(c2ccccc2)CC1 (stereo not drawn)	i	0.7	1.2	1528	i	40	0.1%	i	8	9	-27	-0.9	1095	3.1	2.0	8.5	5	551
O=S(=O)(NCCc1ccccc1)c1ccccc1	i	0.4	·	·	i	32	-0.3%	i	27	-9	-12	1.8	573	5.2	2.2	5.0	27	702
Cn1cccc1C(=O)NC(=O)COC(=O)Cc1coc2ccc3ccccc3c12	i	0.5	·	·	i	17	0.6%	i	1	35	23	-5.0	1043	2.2	2.6	8.5	·	·
COc1ccc(C(C(=O)NC2CCCCC2)N(C(=O)c2snc(C(N)=O)c2N)c2ccc(OC)cc2OC)cc1 (stereo not drawn)	i	2.9	·	·	i	33	-0.2%	·	·	·	·	·	·	·	·	·	36	782
c1ccc(Cn2c[n+](Cc3ccccc3)cn2)cc1	i	1.4	0.74	1201	i	19	0.0%	·	·	·	·	-0.9	1426	·	·	·	24	741
CCOCCCNc1nc2c(C)cccn2c(=O)c1/C=C1\SC(=S)N(CC(C)C)C1=O	+	34*	·	·	i	64	·	+	5.8*	6	8	1.2	1329	1.9	2.3	7.2	·	·
COc1ccc(NC(=O)CC2C(=O)N(c3ccc(OC)cc3)C(=O)N2C(C)C)cc1 (stereo not drawn)	i	6.6	-1.3	910	i	39	-0.4%	i	-7	-6	-7	·	·	2.2	1.5	10	0	740
O=c1cc(-c2ccccc2)nc2cc(-c3ccco3)[nH]n12	i	0.4	0.52	1352	i	7	1.0%	·	·	·	·	1.0	1086	·	·	·	3	904
COc1ccc(CN2CN(S(=O)(=O)c3ccccc3)c3nc4ccccc4nc32)cc1	i	0.2	-0.58	1063	i	31	0.0%	·	·	·	·	-0.3	1283	·	·	·	-1	657
CCCCCCCC(O)CC(CC1CCCCC1)C(=O)NN (stereo not drawn)	i	0.2	1.9	1385	i	69	-1.8%	i	-11	15	-3	4.0	831	3.3	2.8	9.8	-2	687

Source: PubChem
